Bioassay records from PubChem BioAssay.
NSD2 HMT inh: NSD2 (human) methyltransferase inhibition; 0.54% of 310,000 active; inhibition, % at 12.5 µM; NSD2 peptide methylation, AlphaScreen, 120 min; in the data active means inhibition above about 50%
PfHsp90 set2: inhibits growth of yeast expressing Plasmodium falciparum Hsp90. S. cerevisiae expressing PfHsp90, BacTiter-Glo ATP, 48 h; yeast lacking PDR1 and PDR3 efflux regulators. inhibition, % at 9.4 µM. AID 504621. 0.32% of 310,000 active;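 active means every replicate shows inhibition above about 80%, whatever the replicate mean, limit read from the data; inconclusive means mean inhibition reaches the set limit but some replicate falls short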;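 further: 0% = DMSO neutral controls and 100% = 20 µM radicicol positive controls; yeast relying on Plasmodium falciparum Hsp90 in place of its own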
dFosB act: activators of mouse delta FosB homodimer | P13346 | purified delta FosB, TAMRA-CDK5 oligo fluorescence polarization; percent of positive-control signal above neutral wells | activation, % at 25 µM | 0.99% of 340,000 active | AID 493131;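 active means mean activation above about 17%, with every replicate also reaching it, limit read from the data, passing the limit was not always enough; inconclusive means only one of the two conditions met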;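 further: fluorescence polarization rise as delta FosB binds a TAMRA Cdk5 AP-1 oligo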
Target sequence (P13346 whole entry, looked up): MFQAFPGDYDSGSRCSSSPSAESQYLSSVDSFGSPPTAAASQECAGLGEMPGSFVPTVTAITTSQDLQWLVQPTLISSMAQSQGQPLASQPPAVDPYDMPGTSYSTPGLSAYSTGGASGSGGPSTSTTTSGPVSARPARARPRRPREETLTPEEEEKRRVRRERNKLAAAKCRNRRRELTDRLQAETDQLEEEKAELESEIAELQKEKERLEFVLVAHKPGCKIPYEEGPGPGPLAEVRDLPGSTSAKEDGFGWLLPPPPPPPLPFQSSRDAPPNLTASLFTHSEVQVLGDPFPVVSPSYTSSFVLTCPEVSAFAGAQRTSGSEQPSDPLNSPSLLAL
CAL PDZ FP-1: blocks peptide binding to the human CAL PDZ domain; Q9HD26; purified CAL PDZ, TMR-peptide fluorescence polarization, 1 h; inhibition, % at 24.9 µM; 0.92% of 300,000 active; AID 602252;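 active means mean inhibition of at least 30% with at least half of replicates also reaching 30%; inconclusive means no clear call, values can overlap the other calls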;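 further: 0% = DMSO neutral control and 100% = excess unlabeled competitor peptide PRC23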
CAL PDZ FP-2: blocks peptide binding to human CAL PDZ domain | Q9HD26 | purified CAL PDZ, TMR-peptide fluorescence polarization, 1 h | inhibition, % at 20 µM | 0.02% of 330,000 active | AID 504414;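 active means highest replicate inhibition of at least 40%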;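 further: plate controls were DMSO neutral control wells for no effect and unlabeled competitor peptide control wells for full effect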
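Control set: unlabelled peptide and DMSO controls / Material: purified CerCALP PDZ construct / Timing: 1 h incubation at room temperature before polarization reading / Doses: 20 µM, one dose / Detection: fluorescence polarization (mP)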
SR-BI DiI inh: mouse SR-BI HDL lipid transfer inhibition. ldlA[mSR-BI] CHO cells, DiI-HDL uptake fluorescence, 3 h. inhibition, % at 12.5 µM. 0.96% of 320,000 active. Q61009. AID 488896;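 active means mean replicate inhibition of at least 70% and a set share of replicates each scoring 70 or more; inconclusive means meets just one of the two criteria; inactive means fails both criteria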;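 further: 0% = median of neutral control wells and 100% = median of positive control wells; values of inactives mirror those of a sister screen read the other way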
SR-BI DiI-HDL act: SR-BI HDL lipid transfer activation. 0.096% of 320,000 active. activation, % at 12.5 µM. CHO ldlA[mSR-BI] cells, DiI-HDL uptake fluorescence, 3 h; 100 = double the neutral-control signal;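 active means mean replicate activation of at least 60% and every replicate at or above 60%; inconclusive means mean or all-replicate condition met, but not both; inactive means mean below 60% and not all replicates reaching 60%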;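 further: 0% = median plate neutral-control signal and 100% = twice that signal; values of inactives mirror those of a sister screen read the other way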
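Material – SR-BI-overexpressing, LDLR-lacking CHO cells · Medium – BSA-supplemented, HEPES-buffered Ham's F12, pH 7.4 · Doses – single concentration · Times – compound with DiI-HDL co-incubation, 3 h at 37 °C · Measured by – bottom-read fluorescence, 550/595 nm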
PvdQ inh: P. aeruginosa PvdQ acylase inhibition; AID 488965; purified PvdQ acylase, fluorescence plate reader; 0.063% of 340,000 active; inhibition, % at 10 µM; in the data active means inhibition above about 30%, passing the limit was not always enough; inconclusive means no clear call, values can overlap the other calls;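 further: 0% = vehicle neutral wells and 100% = reference inhibitor wells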
MITF TRPM1 HTS: activators of MITF-driven TRPM1 promoter activity in SK-MEL-5 cells; SK-MEL-5 TRPM1-promoter luciferase, 24 h; % of positive control, neutral wells = 0; 0.75% of 300,000 active; activation, % at 12.5 µM;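 active means mean activation of at least 80% with every replicate also reaching 80%; inconclusive means mean reaches 80% but some replicate falls short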;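 further: 0% = neutral control wells and 100% = parthenolide positive control wells; values of inactives mirror those of a sister screen read the other way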
Rtt109 Vps75: C. albicans Rtt109 histone acetyltransferase inhibition; Q5AAJ8; purified Rtt109/Vps75, ThioGlo CoA-SH fluorescence, 4 h; inhibition, % at 34.9 µM; 0.16% of 330,000 active;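 active means inhibition of at least 50% in every replicate; inconclusive means best replicate reaches 50% inhibition but some replicates fall short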
Target sequence (Q5AAJ8 whole entry, looked up): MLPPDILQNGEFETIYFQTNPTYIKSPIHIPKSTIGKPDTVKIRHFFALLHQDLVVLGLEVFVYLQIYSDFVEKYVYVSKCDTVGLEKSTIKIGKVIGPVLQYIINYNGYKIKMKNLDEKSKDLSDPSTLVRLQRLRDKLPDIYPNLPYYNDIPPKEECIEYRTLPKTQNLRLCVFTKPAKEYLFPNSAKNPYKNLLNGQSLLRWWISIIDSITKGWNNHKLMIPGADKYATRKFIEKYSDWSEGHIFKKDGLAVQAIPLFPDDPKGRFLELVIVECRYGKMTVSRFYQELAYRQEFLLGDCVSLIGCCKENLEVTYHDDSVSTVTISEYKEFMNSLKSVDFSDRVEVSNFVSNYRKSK
* marks the source's active call; other numbers are inactive results; ? = inconclusive; . = no result given.

SMILES	NSD2 HMT inh	PfHsp90 set2	dFosB act	CAL PDZ FP-1	CAL PDZ FP-2	SR-BI DiI inh	SR-BI DiI-HDL act	PvdQ inh	MITF TRPM1 HTS	Rtt109 Vps75
CC(C(=O)Nc1ccc(S(=O)(=O)N2CCCC2)cc1)N(C)Cc1ccc(F)cc1 (configuration not stated)	-2	-1	-6	1	-1.3	55	-55	2	-2	-14
CC1(C)CC(=O)C=C(NCC(=O)O)C1	-3	7	0	-4	-1.9	-18	18	0	2	-20
CCOC(CNC(=O)C(=O)NCC(c1ccco1)N1CCN(c2ccc(OC)cc2)CC1)OCC (configuration not stated)	-2	-5	-10	.	-3.7	-5	5	-16	2	2
CCOc1ccc(CCNC(=O)COC(=O)c2ccc3c(c2)OCCO3)cc1OCC	0	.	-3	2	-1.9	22	-22	1	-1	23
CN(C)c1ccc(/C=C/c2nc3ccccc3s2)cc1	-11	36	-4	-2	0.0	8	-8	10	-77	-1
Cc1ccc(NC(=O)CN2C(=O)NC3(CCC(C)CC3)C2=O)c(Cl)c1 (configuration not stated)	1	3	-2	-3	-1.2	-1	1	-16	6	6
O=[n+]1cc(-c2ccc(Br)cc2)n([O-])c2c1CCC2	0	40	5	-8	-0.1	-14	14	-1	-10	1
CSCC[C@H](NC(=O)[C@H]1N2C(=O)c3ccccc3C2SC1(C)C)C(=O)NCc1ccncc1 (some centres not stated)	-2	18	-4	1	-1.6	-13	13	14	6	-11
CCOc1ccc(-c2nc3ccccc3c(=O)o2)cc1	-2	-3	-7	7	0.7	-10	10	25	24	-18
O=C(Nc1nc2ccc([N+](=O)[O-])cc2s1)c1ccncc1	2	-1	4	0	-1.7	.	.	-7	56	-1
COc1ccc2c(c1)CCC1=C2NC(=S)NC1c1ccc(N(C)C)cc1 (configuration not stated)	0	-56	-8	-9	-1.2	63	-63	-9	-8	8
COC(=O)/C(C(C)=O)=C(/C=C/C=C/N(C)C)N(C)C	5	-27	-3	-2	0.9	-14	14	-10	-3	-7
CCNC(=S)N(CCCN(CC)CC)Cc1cc2cc3c(cc2[nH]c1=O)OCO3	84*	2	-3	-2	-0.8	-4	4	-3	2	5
CN(CC(CC(=O)Nc1nncs1)c1ccccc1)S(=O)(=O)c1ccc(Br)cc1 (configuration not stated)	.	-5	5	-6	-0.6	3	-3	-2	6	11
Cc1c(CCC(=O)O)c(=O)oc2c(C)c3occ(-c4ccc(Br)cc4)c3cc12	1	-6	-43	-15	-8.3	-10	10	-3	-8	7
CCN(CC)CCNC(=O)c1cn(CC)c2cc(N3CCN(C)CC3)c(F)cc2c1=O	6	-3	5	0	-1.2	6	-6	8	-4	13
CCOc1ccccc1OCCCC(=O)Nc1ccc(S(=O)(=O)Nc2cc(C)nc(C)n2)cc1	0	19	-8	-6	-0.6	32	-32	-16	-2	-8
COC(=O)c1cc(C)nc2c1c(C)nn2-c1ccccc1	-17	7	-20	.	-0.8	7	-7	-13	6	-27
Cc1ccc(CC(=O)Nc2ccc(S(=O)(=O)Nc3ncccn3)cc2)cc1	-1	13	-1	3	-1.6	1	-1	-16	10	5
O=c1c2ccccc2nc(SCc2cc(F)ccc2F)n1C1CCCC1	-5	9	-5	0	-0.5	11	-11	-1	-4	-3
CC(NC(=S)Nc1ccccc1OC(F)F)C(C)(C)C (configuration not stated)	-2	-3	-7	-2	-0.3	40	-40	-9	-15	6
C(=C\c1ccccc1)/CN1CCN(c2ncnc3c2oc2ccccc23)CC1	-2	.	-23	-4	-4.2	-33	33	8	-4	15
COc1cc(S(=O)(=O)N2CCN(c3ccc(F)cc3)CC2)ccc1Cl	-3	-116	1	.	-1.0	11	-11	-5	.	10
COc1cc2c(cc1NC(=O)c1cccnc1)oc1ccccc12	2	22	2	-2	-2.3	.	.	-11	71	-10
CCOc1ccc(C(C)=O)cc1COC(=O)c1cccnc1SC	-2	5	-1	-6	0.3	36	-36	-5	5	8

Already shown: entries from further up.
SMILES	NSD2 HMT inh	PfHsp90 set2	dFosB act	CAL PDZ FP-1	CAL PDZ FP-2	SR-BI DiI inh	SR-BI DiI-HDL act	PvdQ inh	MITF TRPM1 HTS	Rtt109 Vps75
CC(C(=O)Nc1ccc(S(=O)(=O)N2CCCC2)cc1)N(C)Cc1ccc(F)cc1 (configuration not stated)	-2	-1	-6	1	-1.3	55	-55	2	-2	-14
CC1(C)CC(=O)C=C(NCC(=O)O)C1	-3	7	0	-4	-1.9	-18	18	0	2	-20
CCOC(CNC(=O)C(=O)NCC(c1ccco1)N1CCN(c2ccc(OC)cc2)CC1)OCC (configuration not stated)	-2	-5	-10	.	-3.7	-5	5	-16	2	2

Remaining list, next part:
SMILES	NSD2 HMT inh	PfHsp90 set2	dFosB act	CAL PDZ FP-1	CAL PDZ FP-2	SR-BI DiI inh	SR-BI DiI-HDL act	PvdQ inh	MITF TRPM1 HTS	Rtt109 Vps75
N#C/C(=C\c1cccc(Oc2ccccc2)c1)C(=O)N1CCOCC1	2	100*	-10	-2	-0.1	-1	1	-9	7	8
CC(C)c1ccc(NC(=O)C2CCN(S(=O)(=O)c3ccc4c(c3)C(C)(C)C(=O)N4C)CC2)cc1	.	-1	3	.	-0.1	.	.	-3	-19	1
O=C(NC(=S)NNC(=O)c1ccccc1O)c1ccccc1	1	19	0	0	0.5	100*	-100	0	18	4
Cc1ccc(NC2CC(=O)N(c3ccc(C)cc3)C2=O)cc1 (configuration not stated)	-5	2	-2	3	-1.2	.	.	-7	21	0
CN(C)c1nc(C(F)(F)F)cc(=O)[nH]1	-6	3	-4	0	-1.0	-12	12	-3	11	-1
COc1ccccc1C(=O)NC1CCN(C(=S)NCCc2ccccc2)CC1	5	15	-2	0	-0.7	13	-13	8	2	-3
COc1ccc(CN(C)c2ccc(S(=O)(=O)N3CCN(C)CC3)cc2[N+](=O)[O-])cc1OC	8	.	-5	-2	0.0	-12	12	-1	-12	-3
CC(C)C[C@H](NC(=O)c1nc[nH]c1C(=O)NCc1ccc(CNC(=O)OC(C)(C)C)cc1)C(=O)OC(C)(C)C	.	-6	-11	-1	0.0	30	-30	-6	2	-21
O=C(N/N=C/c1coc2ccccc2c1=O)c1ccc(Cl)cc1	0	13	-8	0	-3.8	-16	16	-13	0	-1
Cc1nc(-c2ccc(F)cc2)c(CC(=O)N(C)CC(=O)Nc2ccc(F)cc2)s1	-1	-23	-5	-3	-1.0	19	-19	-6	1	0
COc1ccc(/C=N/Nc2nc3ccccc3c(=O)n2-c2ccccc2)cc1OC	-2	3	-2	.	0.8	30	-30	6	56	-16
O=C1NC(=S)N/C1=C\c1ccc(N2CCOCC2)cc1	0	-18	-4	5	-1.3	7	-7	-7	9	-3
O=C(N1CCOCC1)N1CCN(S(=O)(=O)c2ccc(Cl)cc2)CC1	0	3	3	.	0.3	-23	23	-8	3	1
CC1CCN(CCCNC(=O)C2CCCN(c3ncnc4c3nc3n4CCCCC3)C2)CC1 (configuration not stated)	1	25	-5	1	-0.7	-19	19	-1	-3	8
O=C(Nc1ccc(OCC(=O)N2CCOCC2)cc1)c1ccccc1Cl	0	8	-10	-2	-3.1	-12	12	-6	42	-5
CC1CC1C(=O)Nc1nc(-c2ccc(Cl)s2)cs1 (configuration not stated)	-1	-8	-7	7	3.2	62	-62	7	21	-4
O=C(Nc1cccc(-c2cnc3ccccc3n2)c1)c1ccco1	-3	20	-44	-3	-7.1	12	-12	-6	14	6
O=C(NCc1ccco1)c1sc2cccc(F)c2c1Cl	3	-12	-8	-3	-2.3	6	-6	9	59	15
COc1cc(-n2c(C)nc3cc(C(=O)NCC4CCCO4)ccc32)cc(OC)c1OC (configuration not stated)	0	11	1	-4	-2.4	-61	?	-7	-9	-3
O=C(NC1CCCCC1)C(=O)c1c[nH]c2ccccc12	-3	29	0	-4	-2.9	19	-19	12	66	28
CCCc1c(O)nc(SCC(=O)NCc2ccco2)[nH]c1=O	0	26	-7	-4	-2.2	-18	18	-10	-8	-8
Cc1c(C(=O)Nc2c(C)n(C)n(-c3ccccc3)c2=O)oc2ccccc12	-5	.	-8	-2	-1.2	-21	21	8	.	5
CC(C)C1Cc2c(sc3ncnc(NN)c23)CO1 (configuration not stated)	-1	-38	-11	-5	-0.3	33	-33	-2	4	-6
CCOC(=O)C1=C(COC(=O)c2cc(S(=O)(=O)N3CCOCC3)ccc2F)NC(=O)NC1C (configuration not stated)	1	1	-6	4	-0.4	-4	4	2	7	-5
CN1CCN(C(=O)c2cccn(Cc3ccc(C(F)(F)F)cc3)c2=O)CC1	-1	-3	-4	-3	0.2	-9	9	?	8	-5
SMILES	NSD2 HMT inh	PfHsp90 set2	dFosB act	CAL PDZ FP-1	CAL PDZ FP-2	SR-BI DiI inh	SR-BI DiI-HDL act	PvdQ inh	MITF TRPM1 HTS	Rtt109 Vps75
CC(C)(C)Nc1nc(OCC(F)(F)F)nc(OCC(F)(F)F)n1	.	1	-12	2	-2.1	15	-15	-7	10	-1
CCC1(C)Cc2nc3[nH]c(=S)n(-c4ccc(C)cc4)c(=O)c3cc2CO1 (configuration not stated)	0	6	-1	0	-2.8	-10	10	-17	-3	-2
O=C1CCCN1CCCNS(=O)(=O)c1ccccc1	-2	-8	5	.	0.3	4	-4	-4	7	-3
Cn1c(=O)c2c(ncn2CC(=O)OCC(=O)NCc2ccccc2Cl)n(C)c1=O	-1	-5	-4	-2	-1.0	-12	12	5	1	-4
CCOCCCNC(=O)c1c[nH]c2cc(C)ccc2c1=O	-1	15	-13	0	-2.6	1	-1	9	.	20
CN(C(=O)c1ccc2c(Cl)c3c(nc2c1)CCC3)c1ccccc1	.	4	-9	-4	-2.3	25	-25	-7	.	1
Cc1ccc(NC(=O)c2sc3ncn(CC(=O)N4CCOCC4)c(=O)c3c2C)c(Br)c1	.	-9	-12	-2	-1.6	43	-43	-1	.	-4
COc1ccc(NC(=O)c2sc3nc(N4CCCC4)c4c(c3c2N)CC(C)(C)OC4)cc1	-6	27	1	0	-0.5	73*	-73	-6	5	1
Cc1cccc(C)c1NC(=O)COC(=O)CNC(=O)C1CCCCC1	.	-12	0	4	0.3	-7	7	-11	.	-1
CCCCn1cnc2c(SCc3ccccc3)nc(N)nc21	-1	-13	-6	-4	-2.8	11	-11	-8	45	-1
Cc1ccc(CN2[C@@H](CC(C)C)COCCS2(=O)=O)cc1	.	.	-4	-2	0.3	7	-7	8	0	10
Cc1cccc(-n2nnnc2SCC(=O)NCCN2C(=O)CSC2=O)c1	-1	.	-4	-1	-0.8	4	-4	-9	-6	5
Cc1nn2c3ccccc3nc2c2ccccc12	-3	-66	-50	.	43*	-14	14	-16	-20	-4
Cc1onc(-c2ccccc2)c1C(=O)N1CCN(S(=O)(=O)c2ccccc2Br)CC1	-3	-27	-10	3	-1.3	-10	10	2	-7	15
CCOc1ccc(NS(=O)(=O)c2ccc(OC)c(C)c2)cc1	0	-6	0	.	-1.8	-21	21	-1	0	-6
